# SV40 large T antigen – SV40 large T antigen inhibitors, biochemical (AID 1903) | SV40 large T antigen ATPase/helicase inhibition assay; higher % means a stronger effect | inhibition, % at 20 µM, or IC50 in µM where a hit was titrated | 310,000 compounds, 0.39% hits; in the data active = a potency from the dose series; inconclusive = inhibition mostly from about 32% at the one dose, without a potency; inactive = the rest, 99 in 100 with inhibition below about 32%; also: strong numbers were not always called active
# RSV CPE inhibition – inhibition of RSV-induced cytopathic effect – HEp-2 cells, primary 10 µM value included (AID 2391); 310,000 compounds, 0.13% hits; HEp-2 cells, RSV-induced CPE inhibition; higher % means a stronger effect; CPE inhibition, % at 10 µM, or IC50 in µM where a hit was titrated; in the data active = a potency from the dose series; inconclusive = CPE inhibition mostly from about 23% at the one dose, without a potency; inactive = the rest, 99 in 100 with CPE inhibition below about 21%; also: strong numbers were not always called active
# NS5 inhibitors – flavivirus cap methylation enzyme inhibition – biochemical, confirmation dose response, primary screen (AID 588689); Dengue-2 NS5 methyltransferase capping enzyme assay, biochemical; higher % means a stronger effect; inhibition, % at 25 µM; hits with a dose series show IC50 in µM; 340,000 compounds, 0.3% hits; in the data active = a potency from the dose series; inconclusive = inhibition above about 29% without an active follow-up result
# UTI89 phage lysis – inhibition of K1F phage lysis, E. coli UTI89, bacterial capsule biogenesis inhibitors, alamar blue (AID 488966); E. coli UTI89 K1F phage lysis, alamar blue, 2 h; higher % means a stronger effect; inhibition, % at 100 µM, or IC50 in µM where a hit was titrated; 340,000 compounds, 0.02% hits;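 active = phage lysis inhibition, versus mean bacterial control, above a set limit; inconclusive = no clear call, values can overlap the other calls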;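 also: capsule biogenesis inhibitors block K1F phage lysis so surviving cells raise fluorescence; higher fluorescence means more inhibition of phage lysis; actives were called in the ten point dose series up to 300 µM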
# An asterisk follows results filed as active; ? = inconclusive; . = not tested or not shown; [ ] = remark or other dose. Only part of the results is shown, so the mix of outcomes need not match the whole.
mol	SV40 large T antigen	RSV CPE inhibition	NS5 inhibitors	UTI89 phage lysis
CC1(C)CCC[C@@]2(C)CC=C(C(=O)O)[C@@H]3C[C@]312	-0.7%	.	-0.7%	-4.5%
O=c1cccc2c1c1cc[nH]c3ccc(=O)n2c31	13.0%	.	11.9%	-0.5%
CCOc1cc(/C=C2\SC(=S)N(NS(=O)(=O)c3ccc(C)cc3)C2=O)ccc1O	?	.	?	-0.4%
C[C@H]1Oc2ccccc2C(=O)C1C(=O)c1ccccc1 (some centres undefined)	13.8%	.	3.1%	0.2%
COc1ccc(C(=O)Nc2ccc(O)c3ccccc23)cc1	30.8µM*	.	0.8%	-3.3%
COc1cccc(OC)c1C(=O)NCCc1ccccc1	7.4%	.	-2.3%	-0.1%
CC(C)Oc1ccccc1/C=N/n1nnnc1N	13.2%	.	4.6%	0.0%
Cc1ccc(NC(=S)NCc2ccccc2)cc1C	24.9%	.	10.0%	0.6%
CN(c1ccccc1)c1nccc(=O)[nH]1	9.9%	.	7.7%	8.2%
CCN(C(=S)NC(=O)Cc1ccc(OC)cc1)c1ccccc1	24.3%	.	0.8%	-0.5%
CC(=O)c1nn(-c2cccc(C)c2)cc1C(=O)c1cccc(Br)c1	21.9%	.	8.5%	-0.2%
COc1ccc(OC)c(NC(=O)Nc2ccc(O)c3ccccc23)c1	21.9%	.	10.1%	-0.9%
CC1(C)CCC[C@]2(C)C(CS(=O)c3ccccc3)=C(C=O)CC[C@@H]12 (some centres undefined)	6.0%	.	0.0%	0.0%
Cc1cc(SCC(=O)NCCCN2CCCC2=O)nc2ccccc12	.	-0.8%	-3.8%	0.4%[50 µM]
COc1ccc(S[C@@H](CCN2CC[C@H](C)CCC2=O)c2ccccc2)cc1	.	1.0%	-5.6%	-0.7%
O=C(COC(=O)c1ccc(O)cc1O)NC12CC3CC(CC(C3)C1)C2	.	2.6%	5.9%	0.0%[50 µM]
CC1(C)O[C@@H]2[C@H](O1)[C@@H](CO)O[C@H]2n1ccc(=O)[nH]c1=O	.	0.3%	0.3%	0.3%
O=C(COC(=O)COc1ccc(Cl)cc1)NC1CCS(=O)(=O)C1 (centres undefined)	.	2.4%	-5.2%	0.5%[50 µM]
CCCCn1c(SCC(=O)Nc2ccc3c(c2)OCCO3)nnc1C(CC)N(C)C (centres undefined)	.	0.5%	-4.6%	0.7%[50 µM]
CCOc1ccc(S(=O)(=O)Nc2cccc(C(=O)NCCCn3ccnc3)c2)cc1	.	-0.3%	-5.1%	0.1%
O=C(CCNS(=O)(=O)c1ccccc1Cl)OCc1nnc(-c2ccccc2Cl)o1	.	1.8%	2.6%	0.7%[50 µM]
O=C(NCCOc1ccc(Cl)cc1)C1CC(=O)N(c2ccc3c(c2)OCCO3)C1 (centres undefined)	.	1.3%	-0.7%	0.7%[50 µM]
O=C(NC1CC1)C1CCN(S(=O)(=O)c2ccc(Cl)c([N+](=O)[O-])c2)CC1	.	7.9%	-4.0%	0.6%[50 µM]
Cc1csc(=O)n1CC(=O)OCC(=O)NNC(=O)c1ccc(Cl)cc1	.	1.0%	2.2%	0.6%[50 µM]
COc1cc2cnc(-c3ccccc3)c(-c3cccc(C(F)(F)F)c3)c2cc1OC	.	5.1%	-4.7%	-1.4%
CC(C)(C)OC(=O)NCCCCCNC(=O)c1[nH]cnc1C(=O)Nc1ccon1	.	0.9%	-7.4%	-0.2%
Cc1cccc(C(=O)OCC(=O)Nc2ccc3c(c2)OCCO3)c1	.	4.6%	4.0%	1.7%[50 µM]
Cc1noc(C)c1-c1ccc2ncnc(NCC3CCCCN3C)c2c1 (centres undefined)	.	-1.4%	3.2%	-0.5%
CC1(C)Oc2ccc3ccc(=O)oc3c2[C@@H](O)[C@@H]1O	.	1.3%	-8.4%	0.7%
O=C(OCc1nnc(-c2ccccc2)o1)C1CC(=O)N(CCc2ccccc2)C1 (centres undefined)	.	0.1%	-9.9%	0.3%[50 µM]
CCc1ccc(N2CC(C(=O)OCC(=O)Nc3ccc([N+](=O)[O-])cc3)CC2=O)cc1 (centres undefined)	.	2.5%	-2.9%	0.6%
CCN(C(=O)COC(=O)c1ccc(O)cc1O)c1c(N)n(Cc2ccccc2)c(=O)[nH]c1=O	.	0.8%	-2.3%	-0.1%[50 µM]
Cc1ccc(-n2nnnc2SCC(=O)NCC2(N3CCCCC3)CCCCC2)c(C)c1	.	-0.2%	-5.9%	0.3%[50 µM]
COc1ccc([C@H]2CC(=O)C=C(c3ccc(Oc4ccccc4)cc3)C2)cc1OC	.	3.1%	-8.2%	1.6%
CC(C)C(NC(=O)c1ccc(F)cc1)C(=O)N1CCOCC1 (centres undefined)	.	1.0%	-0.7%	0.1%[50 µM]
Cc1cc(Br)ccc1NC(=O)CNC(=O)CNc1cccc([N+](=O)[O-])c1	.	2.2%	-12.5%	0.0%[50 µM]
CC1(C)CC(=O)C=C(CN2C(=O)c3ccccc3C2=O)C1=O	.	2.2%	-1.6%	0.4%
O=S(=O)(NCc1nnc2ccccn12)c1ccc(Cl)cc1	.	2.0%	0.8%	0.0%[50 µM]
COC(=O)C1CCN(C(=O)COC(=O)c2cc([N+](=O)[O-])ccc2N2CCOCC2)CC1	.	1.8%	-0.7%	0.8%[50 µM]
CSc1ccccc1NC(=O)CN(C)C(=O)c1c(C)nn(Cc2ccccc2)c1C	.	0.9%	-5.3%	0.7%[50 µM]
O=C(NCCC(=O)N1CCN(S(=O)(=O)c2ccccc2F)CC1)Nc1ccccc1	.	2.2%	-7.0%	2.0%[50 µM]
Cc1ccc(C)c(C(=O)OCC(=O)Nc2cccc(S(=O)(=O)N3CCCCC3)c2)c1	.	6.3%	-1.4%	0.0%
CC(NC(=O)C1CCN(C(=O)Nc2ccccc2)CC1)c1ccc(Cl)cc1 (centres undefined)	.	1.3%	0.8%	0.1%[50 µM]
CCOc1ccccc1N1CCN(C(=O)c2ccc(S(=O)(=O)Nc3ccccc3)cc2)CC1	.	2.3%	3.1%	0.4%[50 µM]
COCCN(Cc1nc2ccccc2c(=O)[nH]1)C(=O)COc1cccc(C(C)=O)c1	.	0.1%	0.0%	0.9%[50 µM]

# Taken from above.
# UTI89 phage lysis, `CC(NC(=O)C1CCN(C(=O)Nc2ccccc2)CC1)c1ccc(Cl)cc1` (centres undefined) is entered as 0.1%[50 µM]
# RSV CPE inhibition, `COC(=O)C1CCN(C(=O)COC(=O)c2cc([N+](=O)[O-])ccc2N2CCOCC2)CC1` is entered as 1.8%

# Going on with the list:
mol	SV40 large T antigen	RSV CPE inhibition	NS5 inhibitors	UTI89 phage lysis
CCC1(c2ccc(OC)cc2)NC(=O)N(CC(=O)NC2CCCCC2C)C1=O (centres undefined)	.	0.6%	-2.2%	0.8%[50 µM]
COc1ccc(N2CCN(C(=O)COC(=O)c3ccc(Cl)nc3)CC2)cc1	.	0.4%	-3.1%	-0.1%[50 µM]
CCOC(=O)N1CCN(C(=O)c2ccc(Cl)c(NC(=O)c3cccs3)c2)CC1	.	0.7%	-5.1%	0.5%[50 µM]
CC(Sc1ncccn1)C(=O)NC1CCCC1 (centres undefined)	.	0.6%	0.0%	0.3%[50 µM]
CC1Cc2ccccc2N1C(=O)COC(=O)c1ccc(N(C)C)cc1 (centres undefined)	.	1.8%	-4.1%	0.5%[50 µM]
O=C(c1ccccn1)N1CCN(S(=O)(=O)c2cccc(Br)c2)CC1	.	0.3%	-2.2%	0.7%[50 µM]
COc1ccccc1CNC(=O)CN1C(=O)NC2(CCCC2)C1=O	.	0.7%	-5.9%	1.5%[50 µM]
N#Cc1nc(NCC(F)F)nc(Nc2cc(F)cc(F)c2)n1	.	-2.1%	2.4%	3.7%
CC(=O)NC(c1cc(F)c2cccnc2c1O)C1CC1 (centres undefined)	.	-0.2%	8.9%	0.6%
CC(Oc1cccnc1[N+](=O)[O-])C(=O)Nc1ccc(F)cc1 (centres undefined)	.	-0.6%	-8.1%	0.4%[50 µM]
COc1ccc(OCC(=O)Nc2ccccc2C(=O)NC2CC2)cc1	.	0.8%	4.4%	0.3%[50 µM]
C/C(=N\OCC(=O)OCC(=O)N(C)c1ccccc1)c1ccc2c(c1)OCO2	.	0.5%	-6.2%	0.0%[50 µM]
CC(=O)N1c2ccccc2C2CCCC[C@H]21 (some centres undefined)	.	1.1%	2.4%	1.0%
C=CCN(c1ccc(F)cc1)S(=O)(=O)c1cc(C(=O)NC2CCC(O)CC2)ccc1Cl (centres undefined)	.	0.1%	-3.0%	0.0%[50 µM]
CN(Cc1ccccc1)C(=O)c1ccc(NC(=O)Cc2cccc(NC(=O)C3CCCN(C(=O)CCc4ccccc4)C3)c2)cc1 (centres undefined)	.	3.5%	-4.4%	2.7%
CC(=O)Nc1c(O)nc(SCC(=O)N2CCCCC2)[nH]c1=O	.	-0.1%	-3.7%	0.2%[50 µM]
CC1CC(C)CN(S(=O)(=O)c2ccc(NC(=O)CCNC(=O)c3ccc([N+](=O)[O-])cc3)cc2)C1 (centres undefined)	.	1.7%	-8.3%	0.5%[50 µM]
CCc1ccc(C(=O)NNC(=O)c2n[nH]c(=O)c3ccccc23)cc1	.	5.1%	2.2%	0.3%[50 µM]
COc1ccc(C(CNC(=O)c2ccc(-c3nc4ccccc4s3)o2)N2CCCC2)cc1 (centres undefined)	.	0.5%	0.8%	1.1%[50 µM]
CCCOc1ccc(C(F)(F)F)cc1NC(=O)C1CC(=O)N(Cc2ccco2)C1 (centres undefined)	.	0.4%	0.0%	-0.2%[50 µM]
COc1ccc(Br)cc1/C=C(\C(=O)O)c1ccc(S(=O)(=O)N2CCCCC2)s1	.	3.0%	6.6%	-1.9%[50 µM]
CC1(C)CC(NC(=S)NC(=O)c2cc(Br)ccc2Cl)CC(C)(C)N1	.	0.8%	0.0%	0.5%[50 µM]
Cc1ccnc2nc(C(=O)OCC(=O)Nc3ccc([N+](=O)[O-])cc3Br)nn12	.	1.2%	-3.0%	0.8%[50 µM]
COc1ccccc1NS(=O)(=O)c1ccc(C(=O)N2CCCCCCC2)cc1	.	1.5%	-1.9%	0.4%[50 µM]
CCOc1ccc(NC(=O)CN(C)C(=O)Cc2sc(C)nc2-c2ccc(F)cc2)cc1OCC	.	0.3%	-7.7%	-0.1%[50 µM]
CCC(=O)Nc1ccc(N2CCOCC2)c(S(=O)(=O)Nc2ccc(Cl)cc2)c1	.	3.2%	11.4%	0.0%[50 µM]
Cc1cc(C(=O)NCC(=O)OC(C)C(=O)N2CCOCC2)ccc1[N+](=O)[O-] (centres undefined)	.	-0.3%	-2.2%	0.9%[50 µM]
CC(=O)Nc1ccc(C(=O)COC(=O)C2CCCCC2)c(F)c1	.	1.8%	1.5%	1.4%[50 µM]
CNC(=S)N(C)/N=C1/C(=O)N(Cc2c(Cl)cccc2Cl)c2ccccc21	.	2.0%	-1.5%	-0.1%[50 µM]
O=C(NCC(c1ccco1)N1CCCC1)c1cc(S(=O)(=O)N2CCOCC2)ccc1Cl (centres undefined)	.	0.6%	0.0%	0.2%[50 µM]
O=C(CCc1ccccc1Cl)N1CCN(S(=O)(=O)c2ccccc2)CC1	.	1.2%	0.8%	0.2%[50 µM]
CC1CCc2c(sc(NC(=O)C3=COCCO3)c2C(N)=O)C1 (centres undefined)	.	0.9%	-8.4%	0.8%[50 µM]
CC(C)(C)c1ccc(CSc2ccc(S(=O)(=O)N3CCOCC3)cn2)cc1	.	-0.3%	0.0%	0.3%[50 µM]
Clc1cc(Cl)c(Cl)c(Cl)c1Cl	.	0.3%	-4.4%	1.1%
COc1cccc(NC(=O)CN(C)CC(=O)NCc2ccco2)c1	.	1.7%	1.5%	1.0%[50 µM]
c1ccc(-c2cc3ncccc3cn2)cc1	.	1.3%	-2.4%	-0.7%
C=CC(=O)OCCOCCOCCOCCOC(=O)C=C	.	2.0%	8.0%	2.7%
Cc1cc(C)c(NC(=O)CN(C)CC(=O)N(C)CC(=O)Nc2c(Cl)cccc2Cl)c(C)c1	.	0.8%	1.5%	0.3%[50 µM]
CCn1nc(C(=O)NCC2COc3ccccc3O2)c2ccccc2c1=O (centres undefined)	.	2.4%	2.6%	0.6%[50 µM]
CSc1ccc(CCCCCCOC(=O)C(C)(C)C)cc1	.	0.9%	-8.0%	1.5%
O=C(O)c1cccc(-c2noc(-c3cccc(Cl)c3)n2)c1	.	0.6%	4.9%	0.5%
COc1ccccc1NC(=O)CSc1nnc(-c2ccoc2C)o1	.	-0.3%	-3.7%	0.6%[50 µM]
CCc1ccc(NC(=O)C(C)Sc2nnc(CN3CCCC3)o2)cc1 (centres undefined)	.	-0.2%	-2.6%	0.3%[50 µM]
CNc1snc(C)c1C(=O)OCC(=O)N(C)c1ccccc1	.	1.5%	-1.4%	13.3%
